MEX-5 binding – MEX-5 zinc finger RNA-binding disruptors – biochemical, C. elegans, fluorescence polarization, MLPCN library, primary screen; Zinc finger protein mex-5 (Caenorhabditis elegans), Q9XUB2; MEX-5/FITC-TCR2 RNA binding; stronger effect = lower value; activity score (negative = inhibition of binding), % at 10 µM; hit rate 0.38% among 300,000;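 active means inhibition past about -25% in most replicates, and total fluorescence under double the plate's negative control median, limit read from the data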;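 further: 0% = DMSO and -100% = 5 µM competing unlabeled TCR2 RNA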
BCLXL inh – inhibitors of human Bcl-xL, primary screen, biochemical, fluorescence polarization, HTS | hit rate 0.7% among 320,000 | inhibition, % at 10.9 µM | GST-Bcl-xL / FITC-Bim BH3 peptide fluorescence polarization;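 active means inhibition above the mean of all tested compounds plus 3 SD, cutoff set per campaign, cut at about 30% in these data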;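 further: 0% = DMSO wells and 100% = unlabeled Bim-BH3 peptide competitor; inhibitors lower millipolarization by displacing the labeled peptide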
Target sequence (Q07817 whole entry, looked up): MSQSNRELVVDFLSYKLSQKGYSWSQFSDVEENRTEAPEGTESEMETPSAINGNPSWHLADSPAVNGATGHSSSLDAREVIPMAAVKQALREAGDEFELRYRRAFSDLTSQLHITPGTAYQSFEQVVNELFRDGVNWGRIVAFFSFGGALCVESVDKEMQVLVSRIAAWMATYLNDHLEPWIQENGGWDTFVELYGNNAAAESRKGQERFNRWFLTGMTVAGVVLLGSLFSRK
VLA-4 inh – inhibition in human VLA-4 binding assay, primary screen, VLA-4 allosteric modulator project, MLPCN library, flow cytometry, VLA-4 expressing cells | ligand binding flow cytometry | inhibition, % (about 7 µM as worked out from the volumes in the protocol) | hit rate 0.2% among 330,000 | AID 2557, 2010; in the data active means inhibition above about 50%
AGP1 TOR yeast – modulators of AGP1-GFP expression in yeast TOR pathway, primary screen, cell-based, multiplex flow cytometry, S. cerevisiae, MLPCN library; GFP response vs DMSO, % at 10 µM; 3 h; GFP as percent of DMSO wells; AID 2066, 2009; hit rate 0.02% among 320,000;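 active means GFP response relative to DMSO above a set limit, near screen average plus 3 SD, cut at about 150% in these data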;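 further: median GFP channel fluorescence of the gated AGP1 strain per well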
CIT2 TOR yeast – modulators of CIT2-GFP expression in yeast, primary screen, S. cerevisiae, GFP fusion, multiplex flow cytometry, MLPCN library | GFP response vs DMSO, % at 10 µM | hit rate 0.065% among 320,000 | S. cerevisiae CIT2-GFP strain, 3 h; 100 means same as DMSO wells | AID 2029, 2009;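 active means GFP response relative to DMSO above a set limit, near the screen mean plus 3 SD, cut at about 150% in these data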;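 further: ratio of well median GFP fluorescence to mean of DMSO wells on the plate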
GRK2 inh – compounds blocking aptamer binding on GRK2 – biochemical, human GRK2, bead flow cytometry, HTS, primary screen; FAM-aptamer displacement from GRK2; AID 488847, 2010; inhibition of aptamer binding, % at 10 µM; hit rate 0.59% among 330,000; Beta-adrenergic receptor kinase 1 (Homo sapiens), P25098;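 active means inhibition of aptamer binding above 40%, roughly 3 SD of noise, on plates passing a quality check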;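 further: median bead fluorescence of bound FAM aptamer so fluorescent compounds give negative values; no value below 0 was filed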
GLD-1 RNA inh – GLD-1/TGE RNA complex disruptors, primary screen, biochemical, fluorescence polarization. hit rate 0.44% among 320,000. inhibition, % at 5.96 µM. AID 2280, 2010. Female germline-specific tumor suppressor gld-1 (Caenorhabditis elegans), Q17339. purified GLD-1 + fluorescein TGE RNA;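 active means percent inhibition above a per-plate cutoff, the plate mean of test compounds plus 3 SD, cut at about 30% in these data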;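 further: 0% = DMSO wells with GLD-1 and probe and 100% = wells lacking GLD-1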
Target sequence (Q17339 whole entry, looked up): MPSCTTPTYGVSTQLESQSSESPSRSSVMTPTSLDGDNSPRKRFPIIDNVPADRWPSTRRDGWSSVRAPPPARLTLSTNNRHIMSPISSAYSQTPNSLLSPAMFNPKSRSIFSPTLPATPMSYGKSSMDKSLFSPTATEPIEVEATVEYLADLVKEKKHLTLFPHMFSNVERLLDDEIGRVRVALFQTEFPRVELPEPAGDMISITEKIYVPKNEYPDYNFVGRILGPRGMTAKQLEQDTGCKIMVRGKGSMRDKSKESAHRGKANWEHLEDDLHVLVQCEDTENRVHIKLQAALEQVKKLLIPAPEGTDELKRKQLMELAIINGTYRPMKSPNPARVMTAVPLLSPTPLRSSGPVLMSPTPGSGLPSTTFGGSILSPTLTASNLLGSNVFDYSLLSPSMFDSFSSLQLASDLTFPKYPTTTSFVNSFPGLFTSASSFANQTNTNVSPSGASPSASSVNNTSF
MCL1 BIM primary – inhibitors of MCL1 binding to BIM-BH3, primary screen, biochemical, fluorescence polarization. Induced myeloid leukemia cell differentiation protein Mcl-1 (Homo sapiens), Q07820. GST-MCL1 / FITC-Bim-BH3 fluorescence polarization. inhibition, % at 10.9 µM. hit rate 0.68% among 320,000;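 active means inhibition above the mean inhibition of all tested compounds plus 3 SD, set per campaign, cut at about 40% in these data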;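 further: 0% = DMSO wells and 100% = unlabeled Bim-BH3 peptide control; higher means more loss of mP so more displacement of Bim peptide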
Target sequence (Q07820 whole entry, looked up): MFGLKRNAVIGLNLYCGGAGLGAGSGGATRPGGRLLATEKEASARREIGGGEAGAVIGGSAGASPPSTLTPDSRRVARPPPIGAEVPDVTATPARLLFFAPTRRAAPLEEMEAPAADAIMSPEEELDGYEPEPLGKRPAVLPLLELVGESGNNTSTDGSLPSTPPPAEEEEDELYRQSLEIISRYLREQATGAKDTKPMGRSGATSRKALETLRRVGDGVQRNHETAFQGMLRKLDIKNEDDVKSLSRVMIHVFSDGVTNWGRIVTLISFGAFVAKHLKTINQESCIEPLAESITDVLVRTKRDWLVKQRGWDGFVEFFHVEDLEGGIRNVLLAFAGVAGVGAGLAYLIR
Yeast superoxide – reduction of superoxide in aged yeast, primary screen, HTS. hit rate 0.18% among 330,000. superoxide response (% of plate mean), % at 10 µM. S. cerevisiae aged cells, superoxide DHE fluorescence; stronger effect = lower value. AID 2690, 2010;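 active means superoxide response under a set limit, about three screen SD below normal, cut at about 65% in these data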;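 further: yeast aged for seven days with compound at 30 °C before DHE staining; 100% = average MFI of all compound-treated wells on the plate with controls excluded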
Numbers without * were called inactive; . = no result given.

cpd	molecule	MEX-5 binding	BCLXL inh	VLA-4 inh	AGP1 TOR yeast	CIT2 TOR yeast
1	Cc1ccc(C(=O)NCC2(c3ccccc3)CCCC2)cc1	1.1	7	3	100	98
2	O=c1[nH]c(=O)c2nc3c4ccccc4c4ccccc4c3nc2[nH]1	-4.8	1	-3	91	92
3	O=C(Nc1cccc2ccccc12)c1nn(C23CC4CC(CC(C4)C2)C3)cc1[N+](=O)[O-]	0.5	2	6	90	89
4	COc1cc(C2NCCC(=O)C2(C)C)cc(OC)c1OC (centres undefined)	3.0	-1	7	103	109
5	COc1ccc(NS(=O)(=O)c2cccc(C(=O)NNC(=O)c3ccc(NC(C)=O)cc3)c2)cc1	-2.1	2	14	108	97
6	CCOc1ccc(-n2c(C)cc(C(=O)CCl)c2C)cc1	-3.1	2	23	114	114
7	CCC(=O)N(Cc1cc2cc(OC)ccc2[nH]c1=O)c1cccc(C)c1	-0.4	8	3	102	94
8	CCOC(=O)c1cccc(N2C(=O)C3C(C2=O)C2C=CC3C23CC3)c1 (centres undefined)	0.0	6	5	100	105
9	CC(C)CN(C(=O)c1cc([N+](=O)[O-])cc([N+](=O)[O-])c1)C1CCS(=O)(=O)C1 (centres undefined)	0.5	4	16	109	105
10	CC(C)(C)C1(O)CC(C(F)(F)F)=NN1C(=O)CCc1ccccc1 (centres undefined)	-2.1	2	4	93	102
11	CSc1nsc(SC)c1C(=O)Nc1ccc(C(C)(C)C)cc1	2.2	7	2	123	116
12	CN(C)C(=O)CSc1nnc(CCCCCNC(=O)OC(C)(C)C)o1	2.4	-3	5	92	88
13	O=S(=O)(Nc1cccc(CCc2ccccn2)c1)c1ccc(Cl)cc1	-0.1	2	7	104	94
14	COC(=O)c1ccc(OC(=O)CCS(=O)(=O)c2ccc(C)cc2)cc1	-0.2	-3	4	101	101
15	CC(=O)Oc1c(Cl)cc(N(C(C)=O)S(=O)(=O)c2ccccc2)c2ccccc12	2.9	3	-4	110	104

cpd	GRK2 inh	GLD-1 RNA inh	MCL1 BIM primary	Yeast superoxide
1	0	3	8	91
2	1	24	10	95
3	3	5	12	103
4	6	-1	-6	109
5	2	3	0	131
6	2	-6	3	110
7	0	2	3	99
8	4	2	5	98
9	1	3	5	99
10	0	0	6	99
11	0	5	5	101
12	6	-4	-6	99
13	3	-6	7	99
14	0	4	-2	95
15	0	3	4	107

Six structures already listed, arranged by length of the SMILES, high to low:
cpd	molecule	MEX-5 binding	BCLXL inh	VLA-4 inh	AGP1 TOR yeast	CIT2 TOR yeast
3	O=C(Nc1cccc2ccccc12)c1nn(C23CC4CC(CC(C4)C2)C3)cc1[N+](=O)[O-]	0.5	2	6	90	89
8	CCOC(=O)c1cccc(N2C(=O)C3C(C2=O)C2C=CC3C23CC3)c1 (centres undefined)	0.0	6	5	100	105
10	CC(C)(C)C1(O)CC(C(F)(F)F)=NN1C(=O)CCc1ccccc1 (centres undefined)	-2.1	2	4	93	102
13	O=S(=O)(Nc1cccc(CCc2ccccn2)c1)c1ccc(Cl)cc1	-0.1	2	7	104	94
12	CN(C)C(=O)CSc1nnc(CCCCCNC(=O)OC(C)(C)C)o1	2.4	-3	5	92	88
1	Cc1ccc(C(=O)NCC2(c3ccccc3)CCCC2)cc1	1.1	7	3	100	98

cpd	GRK2 inh	GLD-1 RNA inh	MCL1 BIM primary	Yeast superoxide
3	3	5	12	103
8	4	2	5	98
10	0	0	6	99
13	3	-6	7	99
12	6	-4	-6	99
1	0	3	8	91

Later entries
cpd	molecule	MEX-5 binding	BCLXL inh	VLA-4 inh	AGP1 TOR yeast	CIT2 TOR yeast
16	COc1ccc(S(=O)(=O)Nc2ccc(F)c(Cl)c2)cc1OC	2.8	4	13	111	106
17	COC(=O)[C@H](CCSC)NC(=O)NCCC1=CCCCC1	-3.0	0	-13	108	104
18	CCN1CCN(C(C(=O)NC2CCCC2)c2ccc(Cl)cc2)CC1 (centres undefined)	0.9	3	36	85	79
19	CCCCn1nnc(NC(=S)NC(=O)c2ccc(-c3cccc(Cl)c3Cl)o2)n1	2.0	3	10	124	83
20	CC1CCCC(C)N1C(=O)CN1C(=O)c2ccccc2S1(=O)=O (centres undefined)	.	7	3	107	103
21	O=C(C(Cc1ccc(Cl)cc1)NS(=O)(=O)c1ccccc1)N1CC[C@@]2(O)CCCC[C@H]2C1 (some centres undefined)	1.5	1	7	91	81
22	O=C(COc1ccccc1Cl)c1ccc2c(c1)CCCC2	-3.0	0	25	95	98
23	COCCN(C(=O)COC(=O)c1ccc(C=O)cc1)c1c(N)n(Cc2ccccc2)c(=O)[nH]c1=O	-1.7	-10	7	85	114
24	Cc1cc(C)c(C)c(OCC(=O)NCC2CCCO2)c1 (centres undefined)	-1.8	1	-2	105	97
25	O=C(NCC1CCCO1)c1ccc([N+](=O)[O-])o1 (centres undefined)	1.3	.	3	94	107
26	O=C(COc1c(F)c(F)cc(F)c1F)NNC(=O)CC1CCS(=O)(=O)C1 (centres undefined)	.	.	0	104	104
27	O=C(NCc1ccccc1F)C1CCCN(c2cnccn2)C1 (centres undefined)	-0.6	-3	-4	106	107
28	O=C(Nc1ccc2c(c1)CCC2)c1ccc(F)cc1	1.8	-1	18	100	98
29	O=C(Nc1ccccc1N1CCCC1)c1ccc(N2CCCC2=O)cc1	-1.4	-5	1	91	105
30	COc1ccc(-n2c(C)nc3c(cnn3-c3ccc(C)c(C)c3)c2=O)cc1	1.3	4	-2	97	97

cpd	GRK2 inh	GLD-1 RNA inh	MCL1 BIM primary	Yeast superoxide
16	3	-2	2	94
17	0	-3	-4	108
18	0	-2	-2	107
19	0	-2	7	98
20	4	4	6	81
21	0	2	-2	96
22	.	5	-2	90
23	0	5	-16	102
24	0	3	0	104
25	2	.	.	102
26	3	3	.	88
27	0	-1	-1	75
28	2	7	2	101
29	0	3	-1	92
30	0	5	4	107

The results go on:
cpd	molecule	MEX-5 binding	BCLXL inh	VLA-4 inh	AGP1 TOR yeast	CIT2 TOR yeast
31	c1ccc2[nH]c(SCCN3CCOCC3)nc2c1	-1.6	-2	6	95	.
32	c1ccc2[nH]c(CN3CCCCCC3)nc2c1	2.1	6	-2	34	98
33	CCc1ccc(CNC(=O)CCCn2c(=O)c3cccn3c3cccnc32)cc1	-2.3	3	-2	99	93
34	COC(=O)c1sccc1-n1cccc1C(=O)C(=O)N1CCCCC1	0.7	-1	10	93	91
35	O=c1nc(-c2ccccc2)c2cc(Br)ccc2[nH]1	-4.5	-16	11	103	100
36	COc1ccc2cnn(-c3ccc(OC(F)(F)F)cc3)c(=O)c2c1OC	0.6	6	6	97	96
37	COc1cc(/C=C/C(=O)O)cc(S(=O)(=O)Nc2ccc3[nH]c(=O)[nH]c3c2)c1OC	-0.9	4	1	100	100
38	CCOC(=O)C1CCN(CC(=O)Nc2ccc(S(=O)(=O)N3CCC(C)CC3)cc2)CC1	1.6	7	14	100	94
39	Cn1cnc2c1c(=O)n(Cc1cccc(F)c1)c(=O)n2C	0.5	3	-6	99	98
40	COc1cc(/C=C2/SC(=O)N(Cc3ccccc3)C2=O)ccc1OCc1ccncc1	1.5	7	3	87	90
41	Cn1c(=O)c2cc3ccc(Cl)cc3nc2n(C)c1=O	1.8	4	10	100	102
42	O=C(Nn1c(O)c(C=C2N=c3ccccc3=N2)sc1=S)c1ccccc1	-1.4	2	-5	101	101
43	Cc1csc(SCC(=O)NC2CCS(=O)(=O)C2)n1 (centres undefined)	.	.	8	106	106
44	CCN(CC)C(=O)c1nc[nH]c1C(=O)N(CC)CC	.	-1	-7	99	102
45	CC1CCN(c2oc(-c3cccc4ccccc34)nc2C#N)CC1	-1.1	3	-11	103	102

cpd	GRK2 inh	GLD-1 RNA inh	MCL1 BIM primary	Yeast superoxide
31	4	4	-7	99
32	0	6	4	112
33	0	-1	2	97
34	5	9	-3	101
35	0	-3	7	118
36	3	4	4	103
37	1	-2	2	90
38	1	3	10	98
39	3	5	1	99
40	0	-2	6	97
41	1	4	5	103
42	13	6	5	114
43	0	-2	.	103
44	1	-3	-3	98
45	1	4	-1	100

Further compounds:
cpd	molecule	MEX-5 binding	BCLXL inh	VLA-4 inh	AGP1 TOR yeast	CIT2 TOR yeast
46	CN(C)c1ccc(-c2nnn(Cc3ccccc3Br)n2)cc1	2.4	1	4	92	92
47	CC(C)C(=O)Nc1c(-c2ccccc2F)c(=O)c2ccccc2n1C	1.3	2	-4	94	99
48	NC(=O)CC(NC(=O)Cc1cccc2ccccc12)c1ccc(N2CCN(c3ccccn3)CC2)c([N+](=O)[O-])c1 (centres undefined)	-4.2	3	8	91	108
49	Cc1cccc(N2CCN(C(=O)c3cccc(N4C(=O)C5CC=CC(C)C5C4=O)c3)CC2)c1C (centres undefined)	2.1	8	-5	107	102
50	Cc1nc2c([nH]c3ccc(Br)cc32)s1	-2.8	3	8	96	98
51	Cc1nn(C)cc1/C=C/C(=O)c1ccccc1	1.2	-5	11	89	99
52	CCOC(=O)Nc1nc(-c2ccccc2)c(C(=O)c2ccccc2)s1	-1.7	-2	19	98	90
53	O=C(CSc1nc2ccccc2o1)N1c2ccccc2Sc2ccc(Cl)cc21	1.3	-2	9	116	104
54	O=C(COC(=O)c1ccc([N+](=O)[O-])o1)Nc1ccc2c(c1)OCO2	.	.	17	119	133
55	C/C(=N\S(=O)(=O)c1ccc(C)cc1)N1CCCCC1	1.9	3	7	101	100
56	CC(=O)NC(C)Cc1cn(Cc2ccccc2)c2ccccc12 (centres undefined)	-0.5	7	0	93	93
57	Cc1nc2[nH]c(=S)[nH]c2cc1Br	-0.5	-10	1	94	88
58	Oc1c(Cl)cc(Cl)cc1CNc1nc2ccccc2[nH]1	-0.3	9	14	103	101
59	O=C(O)C1C2C=CC(C2)C1C(=O)N1CCN(CCO)CC1 (centres undefined)	-2.5	1	-11	94	93
60	Cc1cccc(C)c1OCC(=O)Nc1ccncc1	-3.7	-2	2	99	108
61	Cc1cc(C(=O)N/N=C\c2cc(C(C)(C)C)c(O)c(C(C)(C)C)c2)n[nH]1	2.0	-3	6	103	101

cpd	GRK2 inh	GLD-1 RNA inh	MCL1 BIM primary	Yeast superoxide
46	0	6	-4	74
47	1	-5	2	95
48	0	2	1	109
49	1	10	6	88
50	0	9	13	85
51	0	5	-2	82
52	0	3	5	118
53	3	0	4	101
54	0	2	.	126
55	0	2	0	104
56	2	-1	10	93
57	6	0	5	102
58	0	-3	8	96
59	7	8	-5	86
60	8	-4	1	100
61	2	-5	0	85

Screening data deposited in PubChem BioAssay by several laboratories.
